# inhibitors of VEEV: inhibitors of VEEV TC-83 cytopathic effect, confirmation, Vero cells (AID 588727); Vero cells, VEEV TC-83 cytopathic effect inhibition; higher % means a stronger effect; one-dose inhibition, % at 20 µM; IC50 in µM for titrated hits; actives 0.13% (n = 350,000); in the data active = a potency from the dose series; inconclusive = inhibition mostly from about 14% at the one dose, without a potency; inactive = the rest, 99 in 100 with inhibition below about 12%; also: strong numbers were not always called active
# M. tuberculosis HTS: M. tuberculosis growth inhibition, HTS (AID 449762); M. tuberculosis H37Rv growth inhibition, 7H9 media; higher % means a stronger effect; inhibition, % at 25 µM, or IC50 in µM where a hit was titrated; actives 0.59% (n = 330,000); in the data active = a potency from the dose series; inconclusive = inhibition above about 70% without an active follow-up result;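 also: bacterial growth assessed after seven days of incubation; strong numbers were not always called active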
# Salmonella PhoP GFP: PhoP regulon inhibitors, Salmonella typhi PhoP promoter GFP reporter, confirmatory (AID 1850); actives 0.33% (n = 310,000); Salmonella Typhi PhoP-promoter GFP reporter, fluorescence, 4 h; higher % means a stronger effect; one-dose inhibition, % at 50 µM; IC50 in µM for titrated hits; in the data active = a potency from the dose series; inconclusive = inhibition mostly from about 25% at the one dose, without a potency; inactive = the rest, 99 in 100 with inhibition below about 19%;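 also: 0% = induced wells with vehicle and 100% = uninduced wells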
# H1N1 NS1A inhibition: NS1A inhibition, H1N1 influenza, cell based functional assay (AID 504329) | NS1A functional cell-based assay, percent inhibition; higher % means a stronger effect | inhibition, % at 12.5 µM; hits with a dose series show IC50 in µM | actives 0.3% (n = 340,000); in the data active = a potency from the dose series; inconclusive = inhibition above about 27% without an active follow-up result; also: strong numbers were not always called active
# M. tuberculosis: growth inhibition of non-replicating M. tuberculosis (AID 488890); Mycobacterium tuberculosis non-replicating, growth inhibition; higher % means a stronger effect; inhibition, % at 25 µM, or IC50 in µM where a hit was titrated; actives 0.39% (n = 320,000); in the data active = a potency from the dose series; inconclusive = inhibition mostly from about 82% at the one dose, without a potency; inactive = the rest, 99 in 100 with inhibition below about 76%;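 also: plate controls were DMSO cells for no effect and high antibiotic wells for full effect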
# inhibitors of VEEV 10K pilot screen: further read-out of inhibitors of VEEV, marked with its call; inhibition, %; measured here: 10K pilot screen inhibition
# The depositor's hits bear a star; i = inactive; ? = inconclusive; / = no result given.
SMILES,inhibitors of VEEV,M. tuberculosis HTS,Salmonella PhoP GFP,H1N1 NS1A inhibition,M. tuberculosis,others
CC(=O)c1cccc(NC(=O)/C(=C\c2cccnc2)NC(=O)c2ccco2)c1,0.1%,-1%,-3%,11%,-22%,
N/C(=N\OC(=O)c1ccco1)c1cccc(Br)c1,1.5%,54%,0%,7%,64%,
CC1=CC(C)(C)[N+](C)(C)c2ccc(C)cc21,0.5%,-5%,-15%,-5%,8%,
O=C(c1ccccc1)c1ccc(Oc2ccc([N+](=O)[O-])cc2[N+](=O)[O-])cc1,6.7%,/,/,7%,/,
Cc1ccc(-c2nnc(CCC(=O)NCc3csc(C)n3)o2)s1,0.2%,3%,6%,10%,3%,
CC(C)CCNC(=O)NC(=O)COC(=O)/C=C/c1cc(Br)ccc1F,1.9%,-1%,-1%,1%,-10%,
Cc1ccc(S(=O)(=O)N(C)C)cc1NC(=O)COC(=O)CN1C(=O)c2ccccc2C1=O,2.0%,-11%,/,-10%,-11%,
Cc1cc(O)c(C(C)C)cc1NC(=O)c1cccc(Cl)c1,i,-10%,0%,5%,21%,
C[N+](C)(C)CCOC(=O)CBr,0.1%,-2%,8%,-7%,2%,
CC(Nc1cc(N2CCN(S(=O)(=O)N(C)C)CC2)ccc1[N+](=O)[O-])c1ccccc1 (stereo not drawn),4.6%,6%,3%,4%,31%,
Cc1c(-c2ccc(F)cc2)[n+](=O)c2c(n1[O-])CCCCC2,0.3%,-1%,-1%,-2%,-10%,
COc1ccc(/C=C\c2cc(OC)c(OC)cc2CC[N+](C)(C)C)cc1OC,1.1%,-5%,3%,-7%,15%,
ONC(=Nc1cccc(C(F)(F)F)c1)c1cccnc1,1.7%,-6%,7%,-3%,-6%,
CC1CCC(C(C)C)C(OC(=O)CSc2nnc(N)s2)C1 (stereo not drawn),i,0%,5%,-6%,-19%,
COc1ccc(S(=O)(=O)N2CCCCC2)cc1NC(=S)Nc1cccc(Cl)c1C,i,5%,-1%,-7%,?,
CCOC(=O)COc1ccc(S(=O)(=O)N2CCN(c3ccccc3)CC2)cc1,8.3%,-1%,6%,12%,78%,
O=C(NCN1C(=O)C2C3C=CC(C3)C2C1=O)Nc1nncs1 (stereo not drawn),1.1%,-11%,-3%,3%,-2%,
CC(O)Cn1c(N2CCCC2)nc2c1c(=O)n(C)c(=O)n2C (stereo not drawn),i,-7%,6%,-4%,-6%,
COc1cc2[nH]c(=O)n(CCC(=O)N3CC=C(c4ccccc4)CC3)c(=O)c2cc1OC,6.3%,2%,4%,-2%,3%,
COc1ccccc1C(=O)NC(CCSC)C(=O)NC1CC1 (stereo not drawn),2.5%,-3%,/,-6%,-3%,
CCC(=O)N(c1ccc(C(=O)O)cc1)c1nc(-c2ccc(OC)cc2)c(C)s1,3.3%,5%,1%,-6%,-13%,
CCOc1ccccc1NC(=O)NC1Cc2ccccc2C1,1.8%,-4%,-2%,3%,-24%,
CSc1nc(C)c(C(=O)C[n+]2ccccc2)cc1C#N,?,-2%,5%,13%,-3%,
Cc1ccc(NC(=O)CN(C)C(=O)CCOc2ccccc2C)cc1,i,3%,-3%,-3%,71%,
NS(=O)(=O)c1ccc(CCNC(=O)CCc2ccccc2)cc1,i,-2%,3%,/,-6%,
# Additional results follow:
SMILES,inhibitors of VEEV,M. tuberculosis HTS,Salmonella PhoP GFP,H1N1 NS1A inhibition,M. tuberculosis,others
COc1ccc2nc(SC(C(=O)c3ccccc3)c3ccccc3)nc(C)c2c1 (stereo not drawn),0.3%,15%,-10%,2%,19%,
COc1ccc(CCN2CC(C(=O)NCCc3ccccc3)CC2=O)cc1OC (stereo not drawn),1.3%,-16%,21%,9%,1%,
COc1ccc([N+](=O)[O-])cc1NC(=O)c1ccccc1SC,i,6%,13%,10%,-4%,
COc1cc(OC)cc(C(=O)N2CCN(S(C)(=O)=O)CC2)c1,1.9%,-6%,-15%,-1%,-4%,inhibitors of VEEV 10K pilot screen=0.1
O=C(N/N=C/c1ccccn1)C(O)c1ccccc1 (stereo not drawn),i,-9%,-6%,-5%,-11%,
Cc1ccc(C)c(S(=O)(=O)N2CCN(C(=O)/C=C/c3ccco3)CC2)c1,4.7%,-7%,/,-5%,34%,
COc1ccc(C2=NN(C(=O)CSc3nc4ncc(Cl)cc4[nH]3)C(c3ccco3)C2)cc1 (stereo not drawn),10%,11%,10%,2%,45%,
COc1ccc(NC(=O)CSc2nnc(C)c(=O)n2N)cc1,1.1%,-10%,-7%,4%,-3%,
COc1cccc(NC(=O)N2CCCc3ccccc32)c1,i,29%,-8%,3%,76%,
COc1cccc(OCCNC(=O)c2cccc(OC)c2)c1,i,-4%,0%,-11%,/,
Cc1ccccc1-n1nnnc1SC1CCOC1=O (stereo not drawn),0.5%,12%,-8%,4%,9%,
COc1ccc(NC(=O)CN2C(=O)COc3ccc(S(=O)(=O)N4CCCCC4)cc32)c(OC)c1,1.0%,7%,-2%,2%,5%,
O=C(NNC1CC(=O)N(c2ccccc2)C1=O)c1cccnc1 (stereo not drawn),i,6%,4%,2%,5%,
N=c1n(CCN2CCCCC2)c2ccccc2n1CC(O)COc1ccccc1 (stereo not drawn),1.3%,22%,28%,1%,37%,
COc1ccc(C(=O)c2ccccc2Cl)cc1,3.4%,-2%,6%,1%,22%,
CC(C)c1ncc(S(=O)(=O)c2ccc(C(F)(F)F)cn2)c(N)n1,i,-10%,-9%,1%,-4%,
Cn1ncc(Cl)c1C(=O)N1CCN(S(=O)(=O)c2ccc(F)cc2)CC1,1.7%,-18%,-5%,-11%,-14%,
Cc1nc(-c2ccccc2)ccc1C(=O)O,i,-4%,7%,3%,-8%,
COCCNC(=O)C(=O)Nc1ccc(Br)cc1,0.6%,0%,2%,9%,-5%,
COc1cccc(/C=C2\Oc3cc(OCC(=O)N4Cc5ccccc5C[C@H]4C(=O)O)ccc3C2=O)c1,5.5%,6%,-5%,-4%,19%,
CCCc1nc(N2CCN(C)CC2)c2sc(=S)n(-c3ccccc3)c2n1,0.2%,1%,1%,11%,-3%,
COc1ccc(CNC(=O)c2cccc(S(=O)(=O)N3CCN(c4ccc(F)cc4)CC3)c2)cc1,0.7%,/,/,2%,/,
Cc1nc(N)nc(N/N=C/c2c(F)cccc2Cl)n1,1.9%,-1%,3%,17%,-8%,
Cn1cncc1C#Cc1ccc2cc(C3(O)CCCCC3)oc(=O)c2c1,0.4%,-2%,/,6%,2%,inhibitors of VEEV 10K pilot screen=1.2
NS(=O)(=O)c1ccc(CCNC(=O)c2ccc(OCC3CCCO3)cc2)cc1 (stereo not drawn),1.4%,-1%,3%,-1%,6%,
# Next records:
SMILES,inhibitors of VEEV,M. tuberculosis HTS,Salmonella PhoP GFP,H1N1 NS1A inhibition,M. tuberculosis,others
COc1ccc(CNc2ccc(N3CCN(C(C)=O)CC3)cc2)cc1OC,0.9%,/,/,11%,/,
Cc1ccc(CN2CCN(CC(=O)O)C2=O)cc1,1.2%,0%,-2%,0%,3%,
COc1ccccc1NC(=O)O/N=C(\N)c1ccccc1,0.7%,5%,21%,-8%,-14%,
COc1ccccc1OCC(=O)Nc1c2c(nn1-c1ccc(C)cc1)CS(=O)(=O)C2,1.0%,-2%,4%,-9%,-5%,
Cc1ccc2nc(CSc3nnc4ccccn34)cc(=O)n2c1,1.1%,-4%,1%,0%,-8%,
Cc1ccc2oc(C(=O)N3CCN(C)C[C@@H]3C(C)C)c(C)c2c1,i,0%,6%,-8%,9%,
Cc1ccccc1CN1CCC(CNC(=O)C2CCCN(c3ncnc4c3nc3n4CCCCC3)C2)CC1 (stereo not drawn),i,-2%,-9%,6%,18%,
Cc1cccc(C(=O)Nc2nnc(Cc3c[nH]c4ccccc34)s2)c1,0.5%,1%,-6%,5%,4%,
CCN(CCCNC(=O)CN(C)S(=O)(=O)c1cccc2nsnc12)c1ccccc1,5.3%,-11%,0%,6%,43%,
COC(=O)c1cc(O)cc(OC)c1Oc1cc(C)cc(O)c1C(=O)O,0.1%,0%,15%,10%,14%,
Cc1ccc(C(=O)N2CCCC2)cc1Br,1.4%,4%,-7%,1%,63%,
O=[N+]([O-])c1cc(S(=O)(=O)N2CCCC2)ccc1NCCCN1CCOCC1,i,-3%,9%,-2%,-13%,
CN=C1S/C(=C\c2ccc(SC)cc2)C(=O)N1C,1.9%,9%,0%,-3%,23%,
COc1ccc(OC)c2[nH]c(=O)c(CCNC(=O)c3cc4ccccc4o3)cc12,6.7%,-3%,-11%,1%,/,
COc1ccc(CCCNC(=O)C2CCC(=O)N(CCc3cccc(F)c3)C2)cc1 (stereo not drawn),2.1%,3%,-7%,-6%,29%,
CCOC(=O)C1CCN(C(=O)c2c(C)oc3c2C(=O)c2ccccc2C3=O)CC1,2.1%,1%,-13%,-8%,60%,
Cc1nnc(NC(=O)Oc2ccccc2)s1,0.5%,7%,-1%,-5%,7%,
O=C(NCCC(=O)N1CCN(c2ccccn2)CC1)c1ccc(Cl)cc1,1.7%,9%,/,-5%,10%,
CCOC(=O)C1CCCN(S(=O)(=O)c2cccs2)C1 (stereo not drawn),i,-4%,0%,4%,-35%,
Cc1cccc(N(C(=O)CNC(=O)c2cccs2)C(C(=O)NC2CCCC2)c2cccnc2)c1 (stereo not drawn),i,-2%,-12%,-13%,19%,
COc1ccccc1OCC(=O)Nc1ccc(C(N)=O)cc1,1.7%,-3%,1%,-2%,-8%,
CCOC(=O)CSc1ncccn1,0.3%,-4%,-4%,-2%,-10%,
Cc1cc(=O)oc2cc(OC(C)C(=O)N3CCOCC3)ccc12 (stereo not drawn),i,3%,7%,-1%,-1%,
CC(=O)N1CCC(N(CCN2CCOCC2)C(=S)Nc2ccc(C)cc2C)CC1,0.4%,-6%,5%,12%,-6%,
COc1cccc(NC(=O)C/C(C)=N/NC(=O)c2ccccc2Cl)c1,2.5%,9%,-5%,-4%,2%,
c1ccc(-n2nnc3ccccc32)cc1,2.1%,1%,2%,-1%,-3%,
COCCCNC(=S)NC(=O)c1ccccc1,0.2%,-1%,10%,-2%,-14%,
COc1cc(OC)cc(C(=O)Nc2ccccc2C(=O)N2CCCC2)c1,5.2%,8%,-4%,3%,-5%,
O=C(/C=C/c1ccc(OCCCF)cc1)NCc1cccc(Cl)c1,0.8%,-3%,10%,-2%,16%,

# Filtered by structure, the entries above with an aryl thioether with sulfur outside any ring
SMILES,inhibitors of VEEV,M. tuberculosis HTS,Salmonella PhoP GFP,H1N1 NS1A inhibition,M. tuberculosis,others
CC1CCC(C(C)C)C(OC(=O)CSc2nnc(N)s2)C1 (stereo not drawn),i,0%,5%,-6%,-19%,
CSc1nc(C)c(C(=O)C[n+]2ccccc2)cc1C#N,?,-2%,5%,13%,-3%,
COc1ccc2nc(SC(C(=O)c3ccccc3)c3ccccc3)nc(C)c2c1 (stereo not drawn),0.3%,15%,-10%,2%,19%,
COc1ccc([N+](=O)[O-])cc1NC(=O)c1ccccc1SC,i,6%,13%,10%,-4%,
COc1ccc(C2=NN(C(=O)CSc3nc4ncc(Cl)cc4[nH]3)C(c3ccco3)C2)cc1 (stereo not drawn),10%,11%,10%,2%,45%,
COc1ccc(NC(=O)CSc2nnc(C)c(=O)n2N)cc1,1.1%,-10%,-7%,4%,-3%,
Cc1ccccc1-n1nnnc1SC1CCOC1=O (stereo not drawn),0.5%,12%,-8%,4%,9%,
Cc1ccc2nc(CSc3nnc4ccccn34)cc(=O)n2c1,1.1%,-4%,1%,0%,-8%,
CN=C1S/C(=C\c2ccc(SC)cc2)C(=O)N1C,1.9%,9%,0%,-3%,23%,
CCOC(=O)CSc1ncccn1,0.3%,-4%,-4%,-2%,-10%,

# Sorted by formula weight (low to high): 3 of the compounds above.
SMILES,inhibitors of VEEV,M. tuberculosis HTS,Salmonella PhoP GFP,H1N1 NS1A inhibition,M. tuberculosis,others
COc1ccc(CNc2ccc(N3CCN(C(C)=O)CC3)cc2)cc1OC,0.9%,/,/,11%,/,
Cc1cccc(N(C(=O)CNC(=O)c2cccs2)C(C(=O)NC2CCCC2)c2cccnc2)c1 (stereo not drawn),i,-2%,-12%,-13%,19%,
Cc1ccccc1CN1CCC(CNC(=O)C2CCCN(c3ncnc4c3nc3n4CCCCC3)C2)CC1 (stereo not drawn),i,-2%,-9%,6%,18%,
